High-throughput results: PubChem, several laboratories
GSK3 alpha inh – human GSK-3 alpha kinase inhibition; actives 0.1% (n = 320,000); ADP-Glo luminescence, 60 min; inhibition, % at 10 µM; AID 2650; P49840;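 in the data active means inhibition above about 50%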;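 further: GST-tagged GSK-3 alpha with peptide substrate and 25 µM ATP; 0% = DMSO neutral wells and 100% = GW8510 positive control wells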
HSP90 inh – HSP90 refolding inhibition in rabbit reticulocyte lysate | luciferase refolding luminescence, 3 h | inhibition, % at 5.6 µM | actives 0.91% (n = 290,000) | AID 1789;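 active means inhibition above the screen-wide mean plus 3 SD, computed separately per campaign, cut at about 16% in these data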;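 further: 0% = DMSO wells and 100% = 60 µM geldanamycin wells; inhibitors lower the luminescence because luciferase stays unfolded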
HSF1 inh – HSF1 inhibition | NIH3T3-HGL HSE-luciferase, MG132-induced, luminescence 8 h; stronger effect = lower value | activity change, negative = inhibition, % at 7.5 µM (by protocol) | actives 0.77% (n = 300,000);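 active means more than half of replicate wells show activity change below -50%, luminescence cut by over half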;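 further: luciferase reports HSF-1 transcriptional activity via heat shock element; 0% = median of DMSO wells and -100% = zero luminescence signal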
Platelet DG rel – modulates dense granule release in human platelets | human platelet-rich plasma, SFLLRN dense granule ATP release, luminescence | inhibition, %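 (compounds screened at 7.5 µM in platelet-rich plasma)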 | actives 0.22% (n = 300,000);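 active means mean replicate score, as percent of positive control, at or above 50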
AI-2 QS mod – modulators of Vibrio harveyi AI-2 quorum sensing system; activity change, % at 7.5 µM; actives 0.4% (n = 300,000); Vibrio harveyi JMH597 AI-2 luminescence/OD600 ratio, 9 h; stronger effect = lower value; strain lacks LuxN and CqsS sensors; 0 = neutral-control median; AID 2094; in the data active means activity change below about -75%, passing the limit was not always enough;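 further: luminescence divided by OD600 gain over 9 h not by final OD600 alone; inactives centre near 13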
HDAC3 inhib – inhibitors of human histone deacetylase 3; O15379; AID 2718; actives 0.15% (n = 320,000); recombinant HDAC3, fluorogenic peptide/trypsin coupled, fluorescence; inhibition, % at 8.3 µM; in the data active means inhibition above about 26%, passing the limit was not always enough
Target sequence (O15379 whole entry, looked up): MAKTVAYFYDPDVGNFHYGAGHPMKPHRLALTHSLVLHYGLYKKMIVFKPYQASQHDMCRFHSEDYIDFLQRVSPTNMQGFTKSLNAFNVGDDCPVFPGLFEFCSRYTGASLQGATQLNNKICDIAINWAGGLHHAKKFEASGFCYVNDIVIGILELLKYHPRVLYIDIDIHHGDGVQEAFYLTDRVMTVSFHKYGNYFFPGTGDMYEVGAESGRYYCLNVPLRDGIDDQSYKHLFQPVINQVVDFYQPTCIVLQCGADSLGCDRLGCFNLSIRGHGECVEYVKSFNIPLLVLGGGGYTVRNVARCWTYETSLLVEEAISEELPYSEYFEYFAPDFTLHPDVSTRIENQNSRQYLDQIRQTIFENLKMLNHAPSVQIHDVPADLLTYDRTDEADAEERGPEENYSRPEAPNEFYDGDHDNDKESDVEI
Dyrk1A ADPGlo – Dyrk1A (rat) kinase inhibition; ADP-Glo luminescence, NFATc1 peptide; AID 504441; inhibition, % at 12.5 µM; actives 0.43% (n = 310,000); in the data active means inhibition above about 50%;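 further: plate controls were vehicle with enzyme for no effect and no enzyme for full effect; many of its hits are not listed in these tables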
HSF-1 act – increases HSF-1 driven luciferase reporter signal. actives 1.7% (n = 300,000). AID 504408. activation, % at 9 µM. NIH3T3-HGL HSF-1 luciferase reporter, MG132, 8 h; 100% = twice DMSO control signal;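 active means mean replicate activation of at least 50% with a set share of replicates each reaching 50%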;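 further: 0% = median of the neutral control wells and 100% = twice that signal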
PolyA inhibitor – yeast polyadenylation inhibition | calls only at 12 µM | AID 1875 | actives 0.02% (n = 300,000) | S. cerevisiae SKY197-pL101 polyadenylation reporter, beta-gal luminescence; efflux-impaired pdr1/pdr3 knockout yeast; score 100 = 6 SD above DMSO;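 active means lowest replicate activity score at least 50, where 100 means six control SD above control mean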;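 further: yeast exposed to compound for 9 h at 30 °C; higher score means more reporter readthrough which indicates perturbed polyadenylation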
GSK3B inh – blocks human GSK3beta kinase activity; P49841; GST-GSK3beta kinase, ADP-Glo luminescence, 60 min; stronger effect = lower value; activity score (negative = inhibition), % at 10 µM; actives 0.038% (n = 300,000); AID 2097;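 active means more than half of replicate wells score below -50%, meaning over 50% inhibition versus plate controls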;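 further: 0% = median DMSO wells and -100% = median GW8510 positive control wells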
Target sequence (P49841 whole entry, looked up): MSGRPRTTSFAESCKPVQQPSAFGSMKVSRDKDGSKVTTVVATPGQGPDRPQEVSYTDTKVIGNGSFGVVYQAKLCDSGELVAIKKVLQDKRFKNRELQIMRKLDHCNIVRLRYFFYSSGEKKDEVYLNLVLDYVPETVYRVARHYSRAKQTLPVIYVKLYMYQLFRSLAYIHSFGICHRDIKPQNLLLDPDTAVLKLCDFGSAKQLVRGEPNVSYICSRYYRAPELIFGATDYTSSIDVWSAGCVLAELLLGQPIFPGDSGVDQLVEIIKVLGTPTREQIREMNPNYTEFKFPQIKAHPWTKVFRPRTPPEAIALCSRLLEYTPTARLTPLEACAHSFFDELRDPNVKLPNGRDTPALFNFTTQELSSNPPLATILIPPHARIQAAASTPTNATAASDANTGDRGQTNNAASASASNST
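test system = GST-tagged human GSK3beta kinase, cell-free | reagent = 25 µM ATP with peptide substrate | dosing = one dose of 10 µM per compound | schedule = 60 min reaction, RT | detection = luminescent ADP-Glo measurement of ADP formed | control set = DMSO neutral wells and GW8510 at 20 µM as positive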
* marks the source's active call; other numbers are inactive results; i = inactive; · = not tested or not shown; & = joins results of further samples. This is a subset; rates above refer to the full screens.

SMILES | GSK3 alpha inh | HSP90 inh | HSF1 inh | Platelet DG rel | AI-2 QS mod | HDAC3 inhib | Dyrk1A ADPGlo | HSF-1 act | PolyA inhibitor | GSK3B inh
O=C(CSc1ncnc2c1nnn2Cc1ccccc1F)NCC1CCCO1 (stereo not given) | 2.2 | 3.7 | 25.2 | -5.3 | 7.2 | -4.5 | 6.4 | 41.9 | i | -0.2
CC(=O)Nc1ccc(S(=O)(=O)Nc2ccc(=O)n(Cc3ccc(Cl)c(Cl)c3)c2)cc1 | -0.7 | -0.4 | 14.1 | 3.9 | 7.4 | -15.3 | -3.2 | 18.9 | i | 0.2
COC(=O)[C@H](CCSC)NC(=O)Nc1cc(OC)cc(OC)c1 | -2.4 | 3.8 | -10.4 | 1.9 | 16.9 | 1.7 | -17.3 | 32.8 | i | 1.3
COc1ccc(C(=O)NC2CCCc3c2cnn3-c2ccc(C)c(C)c2)c(OC)c1OC (stereo not given) | · | 8.7 | 10.8 | -14.0 | 20.6 | · | · | 6.0 | i | 0.5
C=CCSc1nc2ccccc2c2nc(-c3ccccc3)nn12 | -1.3 | 0.8 | 1.8 | -2.4 | 7.8 | 0.8 | -11.7 | 5.5 | i | 3.8
Cc1ccc(NC(=O)C2CCCN2C(=O)NC2CCCCC2)cc1 (stereo not given) | -2.5 | 3.9 | -1.4 | -6.3 | 6.4 | 0.5 | -6.3 | -12.0 | i | 4.4
CC(C)(C)c1cc(NC(=O)COC(=O)c2ccc(O)cc2O)n(-c2ccccc2)n1 | -1.0 | · | 5.9 | 21.8 | 29.7 | 4.4 | 21.4 | 10.2 | i | -4.9
Cc1ccc(-n2ncc(C#N)c2/N=C/N2CCN(C)CC2)cc1 | -1.7 | 1.8 | -6.4 | -0.1 | 4.3 | 5.7 | -4.4 | -4.5 | i | -20.7
CC(NC(=O)Nc1nnc(C(F)(F)F)s1)N1C(=O)C2C3C=CC(C3)C2C1=O (stereo not given) | -1.9 | -2.1 | 5.3 | 1.6 | 9.7 | -1.1 | -0.9 | 23.7 | i | 1.0
CC(=O)CSc1nc(N(C)C)nc(N(C)C)n1 | 1.7 | 1.9 | -0.1 | 6.1 | 11.4 | -0.3 | -2.0 | -5.4 | i | 0.1
CSc1nc(-c2ccco2)nn1S(=O)(=O)c1ccccc1 | -2.0 | 2.8 | 9.3 | -0.9 | 10.7 | 0.3 | · | -9.6 | i | 0.6
Cc1sc(NC(=O)CSc2nnnn2C2CCCCC2)c(C#N)c1C | -2.8 | -0.2 | 4.3 | 0.1 | 19.8 | 0.4 | 3.5 | 4.0 | i | -1.1

Reprinted from the part before: 4 compounds, then new ones.
SMILES | GSK3 alpha inh | HSP90 inh | HSF1 inh | Platelet DG rel | AI-2 QS mod | HDAC3 inhib | Dyrk1A ADPGlo | HSF-1 act | PolyA inhibitor | GSK3B inh
CC(NC(=O)Nc1nnc(C(F)(F)F)s1)N1C(=O)C2C3C=CC(C3)C2C1=O (stereo not given) | -1.9 | -2.1 | 5.3 | 1.6 | 9.7 | -1.1 | -0.9 | 23.7 | i | 1.0
CC(=O)CSc1nc(N(C)C)nc(N(C)C)n1 | 1.7 | 1.9 | -0.1 | 6.1 | 11.4 | -0.3 | -2.0 | -5.4 | i | 0.1
CSc1nc(-c2ccco2)nn1S(=O)(=O)c1ccccc1 | -2.0 | 2.8 | 9.3 | -0.9 | 10.7 | 0.3 | · | -9.6 | i | 0.6
Cc1sc(NC(=O)CSc2nnnn2C2CCCCC2)c(C#N)c1C | -2.8 | -0.2 | 4.3 | 0.1 | 19.8 | 0.4 | 3.5 | 4.0 | i | -1.1
Cc1cccc(CS(=O)(=O)c2cn(CC(=O)N3CCOCC3)c3ccccc23)c1 | 2.2 | 0.1 | 5.3 | -8.4 | 0.3 | -4.1 | 4.0 | 9.0 | i | -0.4
Cn1c(SCCN2CCOCC2)nc2sc3c(c2c1=O)CCCC3 | 6.0 | 0.9 | 2.8 | -4.9 | 17.5 | -9.5 | · | 7.6 | i | 0.6
COC(c1ccccc1)c1nnc(CCC(=O)NCCC(C)C)o1 (stereo not given) | -3.4 | -1.5 | 0.4 | -1.2 | 0.7 | 4.5 | 2.6 | 8.5 | i | 3.4
Cc1cc(OCC(=O)Nc2cc(S(=O)(=O)N3CCOCC3)ccc2N2CCCC2)ccc1C(C)C | -4.2 | · | 9.2 | -4.8 | 2.3 | 1.4 | -5.6 | 7.9 | i | 0.7
CCOc1ccc2c(C)c(Cl)c(=O)oc2c1 | -5.9 | 1.8 | 1.5 | 2.6 | 0.1 | -16.6 | 1.5 | 29.8 | i | -3.8
N#Cc1nc(-c2ccccc2)oc1NCC1CCCO1 (stereo not given) | 1.1 | -3.0 | -10.5 | 7.6 | 2.4 | -85.7 | 10.6 | 8.9 | i | 0.5
Cc1cccc(N(Cc2cc(=O)[nH]c3ccccc23)C(=O)C(C)C)c1 | · | 1.5 | 0.3 | -1.8 | 43.9 | 3.0 | 5.6 | 6.3 | i | 0.3
Cc1cccc(C)c1Nc1nnc(SCc2nc3ccccc3c(=O)[nH]2)s1 | 5.8 | 1.8 | 12.6 | 8.1 | 32.4 | -4.0 | 7.8 | 16.3 | i | 3.7
COc1ccc(S(=O)(=O)Nc2cc(SCC(=O)O)c(O)c3ccccc23)cc1 | -1.0 | 7.4 | 5.6 | 2.9 | 34.3 | 3.9 | 1.8 | 13.9 | i | 1.7
COC(=O)COc1ccc(S(=O)(=O)NCCC2=CCCCC2)cc1 | -1.8 | -1.9 | 6.3 | -3.4 | 12.2 | -5.2 | -4.9 | 14.1 | i | 1.1
CC1CCN(Cc2nc3c(c(=O)n(C)c(=O)n3C)n2CCc2ccccc2)CC1 | 3.0 | 5.6 | -3.3 | 4.2 | 11.0 | -1.2 | -0.6 | -9.3 | i | -0.8
COC(=O)c1n[nH]n(-c2cc(Cl)cc(Cl)c2)c1=O | -0.2 | 4.4 | -3.9 | 0.1 | 28.0 | -2.6 | 2.3 | 0.9 | i | 0.6
O=C(NCCCNC(=O)c1c(F)cccc1F)c1c(F)cccc1F | -1.3 | -0.9 | -3.6 | 4.1 | 12.7 | -6.5 | -1.3 | -1.7 | i | 3.9
CCOc1ccc(CC2CC(=O)NC2=O)cc1 (stereo not given) | -2.4 | 0.0 | 2.7 | 2.1 | 21.4 | 0.0 | 1.6 | 0.5 | i | 1.7
O=C(CCl)Nc1cc(-c2ccccc2)nn1-c1ccccc1 | -2.0 | 7.3 | 27.3 | 1.2 | -6.0 | -1.1 | -3.5 | 48.0 | i | -1.0
O=C(NCc1cccnc1)c1cccc(NC(=O)c2ccco2)c1 | 1.4 | -0.3 | -5.3 | 1.2 | 22.6 | 4.3 | 7.4 | -4.5 | i | -1.6
CCOCCCNC(=O)c1ccc2c(=O)n(CCCOCC)c(=S)[nH]c2c1 | -1.3 | -1.6 | -7.1 | -7.6 | 26.7 | 0.1 | · | 3.7 | i | 2.6
Cc1n[nH]c(C)c1CCC(=O)N/N=C/c1c[nH]c2ccccc12 | 1.6 | 1.6 | -14.4 | 8.8 | 18.0 | 3.1 | 21.4 | 1.7 | i | -1.8
Cc1ccccc1OCc1n(CC(=O)OC2CC(C)CCC2C(C)C)c2ccccc2[n+]1C (stereo not given) | 14.6 | 4.4&12.6 | 4.3&17.4 | 9.3&-2.3 | 18.0&14.6 | 7.2 | 6.8&8.0 | -8.5&30.6 | i | -3.0&-11.9
CCOc1ccc(S(=O)(=O)Nc2cc(S(=O)(=O)N(CC)CC)ccc2N2CCCC2)cc1 | 1.9 | -1.4 | -4.5 | -25.8 | 26.7 | 1.5 | 12.4 | 4.1 | i | -0.8
CC(C)(C)OC(=O)N1CCC2(CC1)Oc1ccc(F)cc1C(=O)C21CC(c2ccccc2)=NO1 (stereo not given) | -1.4 | · | -5.8 | -2.0 | 23.6 | 3.5 | · | -7.7 | i | -0.3
O=C(C1CC(c2ccc(F)cc2)=NO1)N1CCc2ccccc2C1 (stereo not given) | -2.3 | -1.4 | 19.1 | 4.0 | 12.5 | -4.9 | 3.5 | 23.3 | i | -2.2
Cc1ccc(CNC(=O)C(C(=O)NCc2ccc(C)o2)c2ncc(C(F)(F)F)cc2Cl)o1 | -1.3 | 3.4 | 12.0 | -41.0 | 5.3 | 2.2 | -5.1 | 4.1 | i | 0.5
Cc1cccc2c1cnn2C(=O)Nc1ccc(Br)cc1F | -2.0 | -0.4 | 20.8 | -9.4 | 33.9 | 0.6 | -2.0 | 26.4 | i | 0.3
CCN1CCN(CCC(=O)Nc2cc(OC)cc(OC)c2)CC1 | -2.3 | 0.8 | -5.8 | 6.9 | -5.1 | -0.6 | -2.3 | -11.8 | i | -0.6
COc1nc(N)c(S(=O)(=O)c2ccc(C)cc2)cc1C#N | -1.8 | -2.1 | 2.2 | 12.0 | 41.6 | -1.2 | -8.3 | 7.2 | i | 0.9
O=C(Nc1ncccc1O)c1cccc(S(=O)(=O)N2CCCc3ccccc32)c1 | -0.4 | · | 4.0 | -10.0 | 10.1 | · | -7.7 | 16.5 | i | -0.2
CCCn1c(-c2cccs2)nc2nc3ccccc3nc21 | 2.4 | -2.4 | -2.6 | -1.2 | 27.8 | -248.4 | 1.5 | 11.8 | i | -3.4
Cc1ccc(C2Nc3ccccc3C(=O)N2CCN2CCNC2=O)cc1 (stereo not given) | 6.4 | 1.7 | -2.7 | -1.9 | 25.4 | -29.4 | · | 1.7 | i | 1.7
CC1CCc2c(sc(NC(=O)c3ccc(Cn4cc([N+](=O)[O-])cn4)o3)c2C#N)C1 (stereo not given) | 0.4 | 2.8 | -1.6 | 4.8 | 48.6 | -0.1 | -0.7 | 10.9 | i | -1.0
CCCCNC(=O)C1CC(=O)N(c2ccc(OC)cc2)C1c1ccc(OC)cc1 (stereo not given) | -0.1 | -0.3 | 3.1 | 1.1 | 7.0 | -0.8 | -4.8 | -2.6 | i | 3.3
CN(C)c1ccc(C(CNS(=O)(=O)c2ccc3ccccc3c2)N2CCOCC2)cc1 (stereo not given) | -3.5 | · | -5.3 | 3.9 | 21.8 | -6.2 | 2.9 | -8.3 | i | 5.7
Cc1cc2c(c(=O)n1Cc1cccnc1)C(c1cccs1)C(C#N)=C(N)O2 (stereo not given) | -2.0 | 1.8 | -2.7 | 3.1 | 3.2 | 5.5 | 7.4 | 6.6 | i | 0.7
O=C(Nc1ccc([N+](=O)[O-])cn1)C1CC1 | 20.6 | 4.1 | -2.9 | 1.7 | 12.6 | -1.6 | 18.2 | -8.6 | i | -33.4
Cc1ccccc1C(=O)Nn1cnc2ccccc2c1=O | -2.4 | -2.7 | 12.3 | 12.6 | 7.4 | 3.1 | 6.2 | 9.8 | i | 3.1
CN(Cc1ccccc1)S(=O)(=O)c1ccc(OCC(=O)N2CCC(C(N)=O)CC2)cc1 | 0.0 | 0.7 | -2.9 | -2.9 | 15.1 | -0.2 | -8.9 | 19.9 | i | 1.0

Individual results from the list.
Cc1ccc(C2Nc3ccccc3C(=O)N2CCN2CCNC2=O)cc1 (stereo not given) in HDAC3 inhib = -29.4
CCN1CCN(CCC(=O)Nc2cc(OC)cc(OC)c2)CC1 in HSP90 inh = 0.8
